Bioassay records: PubChem, several laboratories
V1R ag counter: activates human V1a receptor in oxytocin agonist counter-screen; P37288; CHO-V1R cells, Fluo-8 calcium fluorescence, agonist mode; 0% DMSO, 100% 3 nM vasopressin; activation, % at 3 µM; 320,000 compounds, 0.25% hits; AID 2797;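 active = activation above the mean activation of all tested compounds plus 3 SD, per screening run, cut at about 20% in these data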;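 note: signal is peak over basal fluorescence ratio across a 100 second FLIPR read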
Target sequence (P37288 whole entry, looked up): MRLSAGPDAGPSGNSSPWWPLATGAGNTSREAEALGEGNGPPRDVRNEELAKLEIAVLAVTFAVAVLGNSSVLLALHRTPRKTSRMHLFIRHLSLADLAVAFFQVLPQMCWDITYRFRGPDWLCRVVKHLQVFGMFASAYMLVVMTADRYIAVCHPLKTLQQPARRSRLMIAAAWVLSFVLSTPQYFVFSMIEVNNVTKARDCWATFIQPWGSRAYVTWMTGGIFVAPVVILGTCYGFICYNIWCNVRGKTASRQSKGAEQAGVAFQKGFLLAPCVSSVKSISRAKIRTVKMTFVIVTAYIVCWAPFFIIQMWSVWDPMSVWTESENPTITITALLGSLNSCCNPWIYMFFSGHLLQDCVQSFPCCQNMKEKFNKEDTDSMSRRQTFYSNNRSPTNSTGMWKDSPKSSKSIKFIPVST
PfM18AAP inh: PfM18AAP enzyme inhibition | recombinant PfM18AAP, H-Glu-NHMec fluorogenic cleavage | inhibition, % at 7.35 µM | 290,000 compounds, 1.2% hits;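 active = inhibition above the campaign mean inhibition over all tested compounds plus 3 SD, cut at about 28% in these data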;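 note: 0% = plate median of test compound wells and 100% = 2 mM ZnCl2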
NALP1 inh: inhibitors of NALP1 inflammasome in yeast. S. cerevisiae NALP1/ASC/caspase-1 growth, X-gal OD620, 72 h. inhibition, % at 10 µM. 280,000 compounds, 0.61% hits. AID 2071; in the data active = inhibition mostly above about 24%, no sharp cut-off; inactive = mostly below about 32%; note: some compounds called inactive have numbers as strong as hits
OXTR potentiate: human OXTR potentiation | CHO-OTR cells, Fluo-8 calcium fluorescence, potentiator mode; 0% = oxytocin EC15, 100% = EC100 | activation, % at 3 µM | 320,000 compounds, 0.061% hits | AID 2445;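 active = activation above that plate's cutoff, the mean activation of tested compounds plus 3 SD, cut at about 6.6% in these data, passing the limit was not always enough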;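 note: 100% uses oxytocin at 75 nM as the full agonist control; some results filed as inactive read as strong as hits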
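System: human OTR in CHO cells; Also added: sub-maximal oxytocin, roughly EC15; Timing: compound 6 min at room temperature before oxytocin, 100 s read; Technique: Fluo-8 intracellular calcium fluorescence, ex 470-495, em 515-575 nm; Controls: oxytocin EC15 low and EC100 high; Replication: singlicate.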
MEKK2 mut-MEK5: signal of MEK5 binding to mutant human MEKK2 PB1 domain; bead flow cytometry, Alexa488-MEK5 binding to MEKK2 mutant; percent response, % at 10 µM; 290,000 compounds, 0.35% hits; in the data active = percent response above about 24%, passing the limit was not always enough; note: inactives centre near 1; some results filed as inactive read as strong as hits
MEKK2 WT-MEK5: raises or lowers MEK5 binding to wildtype human MEKK2 PB1 domain | bead flow cytometry, Alexa488-MEK5 binding to MEKK2 WT; actives lie on both sides | binding response (% of control), % at 10 µM | 290,000 compounds, 1.1% hits; in the data active = binding response below about 67% or above about 130%
GalR3 antagonist: human GalR3 antagonism; O60755; HEK293 GalR3-CNG cAMP membrane potential fluorescence; galR3 body fused to GalR1 C-terminus; inhibition, % at 3 µM; 360,000 compounds, 0.44% hits; AID 651719;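 active = inhibition above the screen-wide average plus 3 SD, cut at about 13% in these data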;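 note: forskolin and galanin both at EC90 stimulate the cells; cAMP rise reported by CNG channel membrane potential dye signal; 0% = forskolin plus galanin with DMSO and 100% = forskolin alone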
Target sequence (O60755 1-299 limits assumed): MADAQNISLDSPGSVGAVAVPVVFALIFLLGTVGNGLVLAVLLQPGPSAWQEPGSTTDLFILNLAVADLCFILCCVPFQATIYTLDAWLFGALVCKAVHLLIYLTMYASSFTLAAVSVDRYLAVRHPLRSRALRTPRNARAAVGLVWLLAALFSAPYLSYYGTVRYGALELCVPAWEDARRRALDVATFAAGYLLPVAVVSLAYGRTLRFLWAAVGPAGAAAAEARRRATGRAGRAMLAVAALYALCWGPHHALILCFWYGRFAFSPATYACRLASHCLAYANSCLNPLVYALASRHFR
OXTR ag: activates the human oxytocin receptor | P30559 | CHO-OTR cells, Fluo-8 calcium fluorescence; normalized: DMSO 0%, oxytocin 100% | 320,000 compounds, 0.32% hits | activation, % at 3 µM;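 active = activation above the mean of all tested compounds plus 3 SD, cutoff set per screening run, cut at about 20% in these data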;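 note: peak over basal fluorescence ratio from a 100 s FLIPR kinetic read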
GPR7 antagonist: antagonists of human GPR7 (neuropeptides B/W receptor 1); P48145; GPR7-expressing cells, fluorescence antagonist assay; inhibition, % at 4.4 µM; 290,000 compounds, 1.1% hits; AID 1861; in the data active = inhibition above about 16%, passing the limit was not always enough;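 note: cells stimulated with the agonist NPW; 0% = agonist with vehicle and 100% = vehicle without agonist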
Target sequence (P48145 whole entry, looked up): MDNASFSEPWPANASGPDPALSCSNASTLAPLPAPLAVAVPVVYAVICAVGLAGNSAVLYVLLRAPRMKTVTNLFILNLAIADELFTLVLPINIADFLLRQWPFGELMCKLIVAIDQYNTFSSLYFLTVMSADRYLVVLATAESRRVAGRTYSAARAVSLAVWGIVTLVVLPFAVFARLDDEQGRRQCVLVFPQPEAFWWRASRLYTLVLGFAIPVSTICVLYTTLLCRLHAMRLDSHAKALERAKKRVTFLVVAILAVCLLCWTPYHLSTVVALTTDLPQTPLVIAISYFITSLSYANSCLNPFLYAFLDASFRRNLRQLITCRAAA
The depositor's hits bear a star; · = not tested or not shown; [ ] = dose if it differs, or a comment.

SMILES	V1R ag counter	PfM18AAP inh	NALP1 inh	OXTR potentiate	MEKK2 mut-MEK5	MEKK2 WT-MEK5	GalR3 antagonist	OXTR ag	GPR7 antagonist
C(=N\Nc1nc2ccccc2s1)/c1ccc2c(c1)OCO2	0.7	17	-5	-11	6	99	1	0.8	-7
CN(C)CCCOC(=O)c1ccc(Cl)cc1Cl	1.5	-2	·	3	0	98	-2	3.8	7
CC(C(=O)N1CCN(c2ccc(Cl)cc2)CC1)c1ncc(C(F)(F)F)cc1Cl (stereo not drawn)	5.7	-3	-2	-11	12	119	-10	5.9	-1
CCOC(=O)c1ccc(NC(=O)C2CC(=O)N=C(N)S2)cc1 (stereo not drawn)	0.1	4	-14	-11	-9	91	-8	1.1	6
Cc1ccc(N2C(=O)CC(Nc3cccc4ccccc34)C2=O)cc1 (stereo not drawn)	0.1	-2	·	-5	-3	95	-4	-0.1	-16
COc1cc(C(=O)NC(C)c2ccc3ccccc3c2)cc(Cl)c1O (stereo not drawn)	3.0	4	1	-4	-1	95	-8	2.2	-2
CC(=O)Nc1ccc(-c2nnc(SCC(=O)c3ccc4c(c3)Cc3ccccc3-4)n2C)cc1	0.5	-7	0	0	2	102	·	0.7	-12
Cc1ccc(C)c(N2CCN(C(=O)CCS(=O)(=O)c3ccc4c(c3)oc(=O)n4C)CC2)c1	7.3	1	6	-3	13	113	-11	5.4	-1
COc1ccc(NC(=O)NCc2ccco2)c(OC)c1	0.0	-12	10	-5	-4	95	-2	-0.7	5
CN(CCCNC(=O)CCC(=O)N1CCOc2ccccc21)Cc1ccccc1	0.2	1	25	-1	1	107	·	-1.5	-6
CC1CCCCN1CCNC(=O)C1CCCN(c2ncnc3c2nc2n3CCCCC2)C1 (stereo not drawn)	0.8	7	10	-1	-1	102	-1	0.5	-9
Cc1oc(-c2ccc(Cl)cc2)nc1CS(=O)CC(=O)NCCCN(C)C1CCCCC1 (stereo not drawn)	-0.1	-7	3	-3	0	102	-6	-1.7	-8
Cc1cccc(NC(=O)c2ccc(Cl)c(S(=O)(=O)N3CCc4ccccc43)c2)n1	2.3	·	·	-9	·	·	-2	0.0	·
Fc1ccc(C2=CC(c3cccs3)n3nnnc3N2)cc1 (stereo not drawn)	0.3	0	·	-6	-1	108	-2	-2.6	-3
O=C(c1ccc(S(=O)(=O)Nc2ccc(F)cc2)cc1)N1CCN(c2ccccn2)CC1	13	6	20	-16	-8	91	-7	21*	5
COc1ccc(C(=O)C[n+]2cccc(Br)c2)cc1	1.9	0	-20	4	16	107	0	-0.4	-16
CCCSc1nnc(NC(=O)Nc2ccc(C)cc2)s1	1.1	-14	-11	-8	6	104	-4	1.0	-16
Cc1cc(C)c(C#N)c(SCc2ccccc2C)n1	-0.4	3	40	-5	1	101	0	-0.9	-10
O=C(CCN1C(=O)/C(=C/c2ccccc2F)SC1=S)NCCc1ccc(O)cc1	7.7	-1	25	-13	2	108	-8	10	-17
O=C1CC2(CCN(C(=O)c3c(F)cccc3F)CC2)Oc2ccccc21	8.2	·	·	-11	·	·	-5	3.0	·

An excerpt from the list above:
SMILES	V1R ag counter	PfM18AAP inh	NALP1 inh	OXTR potentiate	MEKK2 mut-MEK5	MEKK2 WT-MEK5	GalR3 antagonist	OXTR ag	GPR7 antagonist
C(=N\Nc1nc2ccccc2s1)/c1ccc2c(c1)OCO2	0.7	17	-5	-11	6	99	1	0.8	-7
CN(C)CCCOC(=O)c1ccc(Cl)cc1Cl	1.5	-2	·	3	0	98	-2	3.8	7
CC(C(=O)N1CCN(c2ccc(Cl)cc2)CC1)c1ncc(C(F)(F)F)cc1Cl (stereo not drawn)	5.7	-3	-2	-11	12	119	-10	5.9	-1
CCOC(=O)c1ccc(NC(=O)C2CC(=O)N=C(N)S2)cc1 (stereo not drawn)	0.1	4	-14	-11	-9	91	-8	1.1	6
Cc1ccc(N2C(=O)CC(Nc3cccc4ccccc34)C2=O)cc1 (stereo not drawn)	0.1	-2	·	-5	-3	95	-4	-0.1	-16
COc1cc(C(=O)NC(C)c2ccc3ccccc3c2)cc(Cl)c1O (stereo not drawn)	3.0	4	1	-4	-1	95	-8	2.2	-2
CC(=O)Nc1ccc(-c2nnc(SCC(=O)c3ccc4c(c3)Cc3ccccc3-4)n2C)cc1	0.5	-7	0	0	2	102	·	0.7	-12
Cc1ccc(C)c(N2CCN(C(=O)CCS(=O)(=O)c3ccc4c(c3)oc(=O)n4C)CC2)c1	7.3	1	6	-3	13	113	-11	5.4	-1
COc1ccc(NC(=O)NCc2ccco2)c(OC)c1	0.0	-12	10	-5	-4	95	-2	-0.7	5
CN(CCCNC(=O)CCC(=O)N1CCOc2ccccc21)Cc1ccccc1	0.2	1	25	-1	1	107	·	-1.5	-6
CC1CCCCN1CCNC(=O)C1CCCN(c2ncnc3c2nc2n3CCCCC2)C1 (stereo not drawn)	0.8	7	10	-1	-1	102	-1	0.5	-9
Cc1oc(-c2ccc(Cl)cc2)nc1CS(=O)CC(=O)NCCCN(C)C1CCCCC1 (stereo not drawn)	-0.1	-7	3	-3	0	102	-6	-1.7	-8

More compounds.
SMILES	V1R ag counter	PfM18AAP inh	NALP1 inh	OXTR potentiate	MEKK2 mut-MEK5	MEKK2 WT-MEK5	GalR3 antagonist	OXTR ag	GPR7 antagonist
CC(=O)NCc1cccc(CNC(C)=O)n1	-0.4	8	22	-7	2	103	-1	1.9	-9
COc1ccc(NC(=O)CSc2nc3c([nH]c4ccccc43)c(=O)n2C)cc1	-0.1	-2	6	-2	3	103	-2	-0.7	-19
CCC(C)C(NS(=O)(=O)c1ccc(C)cc1)C(=O)O (stereo not drawn)	0.8	-3	-3	-4	-13	83	2	1.0	3
COc1ccc(C=NNC(=O)c2ccccc2OCc2ccc(F)cc2)c(OC)c1	-0.4	·	·	-8	·	·	0	-1.1	·
CCN(CC)S(=O)(=O)c1ccc(Cl)c(NC(=O)c2ccncc2)c1	-0.1	-14	3	1	-14	86	-1	-0.2	-2
CC(C)OCCCNC(=O)c1ccc(CS(=O)(=O)Cc2ccccc2F)o1	0.5	-12	4	0	4	100	-6	0.5	-2
O=C(CSc1cn[nH]n1)Nc1cccc(C(F)(F)F)c1	1.4	11	9	1	0	97	-8	3.3	-3
COc1cc(C(=O)OC(C)C(=O)N2CCc3ccccc3C2)ccc1OCC(=O)N1CCOCC1 (stereo not drawn)	0.8	8	-13	-8	9	105	-2	-0.2	-9
O=S(=O)(c1ccc2nc(Cc3ccccc3)[nH]c2c1)N1CCOCC1	0.3	1	6	-4	2	99	0	-0.5	-12
O=C(COC(=O)/C=C/c1ccccc1Cl)NC(=O)NCc1ccccc1	1.8	·	·	-3	·	·	-5	1.9	·
O=C(NCc1ccccc1)c1ccc(COCC(F)(F)F)o1	-0.1	1	34	3	4	100	-6	0.1	-9
CCOc1ccccc1CN(CCc1ccc2c(c1)OCO2)Cc1ccccn1	-1.2	3	-9	-9	6	103	-4	-2.6	15
Cc1cccc(Oc2ncnc(N)c2[N+](=O)[O-])c1	-1.3	-6	15	-5	26	118	-2	-1.3	-3
Cc1cc(Cl)cc(Cl)c1OCCCCN(C)C	1.8	2	43	2	5	103	-8	3.4	1
CC(=O)Nc1ccc(-c2csc(NCc3ccco3)n2)cc1	-0.3	4	7	-1	-9	100	-2	1.8	-7
COc1cc(F)ccc1S(=O)(=O)NCc1cccnc1	1.3	-3	18	13	-2	104	-3	0.8	2
O=Cc1cc(-c2ccccc2)[nH]c1-c1ccccc1	0.3	-10	13	0	0	102	-11	-2.3	7
Cc1ccc(CNC(=O)CCc2nnc(Cc3ccc(-c4ccccc4)cc3)o2)o1	2.4	-3	1	-16	-10	91	-6	1.5	14
COC(=O)c1ccccc1NC(=O)Nc1cccs1	1.3	-6	-84	-15	2	97	-1	-0.3	20
O=C(/C=C/c1ccccc1)Nc1scc(-c2ccccc2)c1C(=O)O	·	0	9	·	-4	97	0	·	-6

Gathered by group, those above containing a COOH group
SMILES	V1R ag counter	PfM18AAP inh	NALP1 inh	OXTR potentiate	MEKK2 mut-MEK5	MEKK2 WT-MEK5	GalR3 antagonist	OXTR ag	GPR7 antagonist
CCC(C)C(NS(=O)(=O)c1ccc(C)cc1)C(=O)O (stereo not drawn)	0.8	-3	-3	-4	-13	83	2	1.0	3
O=C(/C=C/c1ccccc1)Nc1scc(-c2ccccc2)c1C(=O)O	·	0	9	·	-4	97	0	·	-6

Other results follow:
SMILES	V1R ag counter	PfM18AAP inh	NALP1 inh	OXTR potentiate	MEKK2 mut-MEK5	MEKK2 WT-MEK5	GalR3 antagonist	OXTR ag	GPR7 antagonist
CC(=O)c1cccc(NC(=O)C2C3C=CC(C3)C2C(=O)O)c1 (stereo not drawn)	1.4	-6	9	-3	-6	90	-4	0.4	-5
C/C(N)=C(/C#N)C(=O)COC(=O)c1cccc(C)c1O	2.2	-18	-2	-1	2	96	-1	4.1	-6
O=C(COC(=O)c1cc(=O)c2ccccc2o1)Nc1ccc2ccccc2c1	-0.1	3	28	-1	1	96	-3	1.2	-1
COc1cc(N)ccc1Cc1ccc(N)cc1OC	0.5	2	12	-17	-1	104	-3	0.5	-4
O=[N+]([O-])c1cccc(NC(=S)N2CCc3ccccc32)c1	·	7	16	·	-5	97	-1	·	-8
O=C1CCCC2=C1C1(O)C(=O)c3ccccc3C1(O)O2 (stereo not drawn)	1.2	7	5	-9	1	101	-1	-0.2	-9
COc1ccc(C(=O)COC(=O)c2cccnc2SC)cc1	0.0	-1	19	-9	2	101	-5	-2.1	-8
COc1ccc(Cl)cc1NC(=O)C(C)Sc1nncn1C (stereo not drawn)	-0.7	3	3	-10	-14	87	-1	1.3	-4
Oc1ccccc1Cc1c(O)ccc2ccccc12	2.4	·	·	-15	·	·	0	10.0	·
Cn1nc(C(=O)NNC(=O)c2ccccc2F)c2ccccc2c1=O	0.5	·	·	-6	·	·	-3	0.5	·
CCCn1c(N)c(C(=O)CSc2nnc(C3CC3)n2C2CC2)c(=O)[nH]c1=O	1.1	·	·	5	·	·	-5	1.2	·
Cc1ccc(-c2noc(CCC(=O)Nc3cc(C)ccn3)n2)cc1	2.7	1	-16	6	18	112	0	1.4	-7
O=C(Nc1ncc(S(=O)(=O)c2ccc([N+](=O)[O-])cc2)s1)c1cccc2ccccc12	27*	3	26	-20	-2	94	-1	32*	-4
O=C(NCC(F)(F)F)Nc1ccccn1	0.2	0	20	1	3	100	-3	1.2	-4
COc1ccc(Cc2nnc(SCC(=O)Nc3ccccc3)[nH]c2=O)cc1	2.9	·	·	4	·	·	0	0.6	·
CCn1cc(CN2CCC(C(=O)Nc3ccc(Oc4cccnc4)cc3)CC2)cn1	-0.3	2	11	-11	10	109	-3	-0.1	-19
Cc1cc(=O)[nH]c(SCC(=O)Nc2c(C)n(C)n(-c3ccccc3)c2=O)c1C#N	2.2	·	·	2	·	·	-3	-0.1	·
O=c1cc(Nc2ccc3c(c2)OCCO3)[nH]c(=O)n1-c1ccc(Cl)cc1	1.9	0	·	-1	9	102	·	-0.2	-13
CCC(/C=C1\Sc2ccc(OC)cc2N1CC)=C\c1sc2ccc(OC)cc2[n+]1CCCS(=O)(=O)[O-]	-0.2	23	3	1	-45	6.0*[inhibitor]	3	-0.7	-14
